GPR55 activation: selective activators of receptor GPR55 – imaging, U2OS cells, beta-arrestin-GFP redistribution, primary screen (AID 1961); activation, % at 10 µM, or EC50 in µM where a hit was titrated; U2OS GPR55 beta-arrestin-GFP redistribution imaging; higher % means a stronger effect; 290,000 compounds, 0.048% hits;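 active = activation above 40% with more than 50 cells counted in the well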;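 note: U2OS osteosarcoma cells stably expressing GPR55 and beta-arrestin-GFP; plate controls were DMSO negative control for no effect and LPI positive control for full effect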
AID2073: disruptors of CaV2.2 binding to Mint1 – biochemical, HTRF (AID 2073); HTRF protein-protein interaction, Mint1-CaV2.2; higher % means a stronger effect; one-dose inhibition, % at 20 µM; IC50 in µM for titrated hits; 290,000 compounds, 0.19% hits; in the data active = inhibition mostly above about 51%, no sharp cut-off; note: some results filed as inactive read as strong as hits
KOR beta-arrestin-1: kappa opioid receptor blockers – cell-based, luminescence, uHTS (AID 1778). KOR beta-arrestin recruitment, luminescence, antagonist mode; higher % means a stronger effect. inhibition, % at 10 µM, or IC50 in µM where a hit was titrated. 290,000 compounds, 0.091% hits; in the data active = inhibition above about 50%; note: strong numbers were not always called active
GPR55 antagonists: GPR55 antagonists blocking LPI-driven arrestin recruitment, primary screen, imaging, U2OS, beta-arrestin-GFP, LPI agonist (AID 2013). 290,000 compounds, 0.13% hits. U2OS GPR55 beta-arrestin-GFP translocation imaging, LPI antagonism; higher % means a stronger effect. one-dose inhibition, % at 10 µM; IC50 in µM for titrated hits;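 active = spots per cell inhibited over 60%, with over 100 cells counted and total cytoplasm intensity under 500,000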;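 note: U2OS cells stably carrying GPR55 and arrestin-GFP stimulated by 5 µM LPI near EC80; imaged beta-arrestin-GFP aggregate spots per cell after agonist stimulation; plate controls were LPI-stimulated DMSO wells for no effect and DMSO wells without LPI for full effect; some results filed as inactive read as strong as hits; confirmed hits need IC50 under 10 µM and bright autofluorescent wells are also inconclusive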
HIV peptide binding: cell-free HIV fusion peptide-binding blockers – biochemical, uHTS, fluorescence dequenching, primary screen (AID 1986) | 290,000 compounds, 0.3% hits | cell-free peptide binding, fluorescence dequenching, 30 min; higher % means a stronger effect | one-dose inhibition, % at 20 µM; IC50 in µM for titrated hits; in the data active = inhibition mostly above about 52%, no sharp cut-off; inactive = mostly below about 76%; note: some results filed as inactive read as strong as hits
KOR beta-arrestin-2: KOR agonists, beta-arrestin recruitment, primary screen, cell-based, luminescence, uHTS (AID 1777); KOR beta-arrestin recruitment, luminescence; higher % means a stronger effect; one-dose activation, % at 10 µM; EC50 in µM for titrated hits; 280,000 compounds, 0.02% hits; in the data active = activation above about 50%, passing the limit was not always enough; note: a part of the inactive calls stands beside numbers as strong as those of hits
GPR35 arrestin U2OS: GPR35 antagonists blocking zaprinast-driven arrestin recruitment, primary screen, imaging, U2OS, beta-arrestin-GFP, zaprinast agonist (AID 2058); U2OS GPR35 beta-arrestin-GFP translocation imaging, zaprinast antagonism; higher % means a stronger effect; inhibition, % at 10 µM, or IC50 in µM where a hit was titrated; 290,000 compounds, 0.052% hits;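 active = inhibition of at least 50% with at least 30 cells and total cytoplasm GFP at most 10,000,000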
NOD1 NF-kB reporter: NOD1 signaling inhibitors, primary screen, cell-based, luminescence, uHTS (AID 1578); NOD1-driven NF-kB luciferase reporter cells, luminescence; higher % means a stronger effect; one-dose inhibition, % at 4 µM; EC50 in µM for titrated hits; 290,000 compounds, 1% hits; in the data active = inhibition mostly above about 36%, no sharp cut-off; inactive = mostly below about 34%;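 note: HEK-293T reporter cells stimulated with the NOD1 agonist gamma-tri-DAP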
Siah-1 displacement: Siah-1 peptide-binding antagonists, primary screen, biochemical, fluorescence polarization, rhodamine-plectin, uHTS (AID 1817); Siah-1 / rhodamine-plectin peptide fluorescence polarization; higher % means a stronger effect; one-dose displacement, % at 20 µM; IC50 in µM for titrated hits; 290,000 compounds, 0.02% hits;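 active = displacement of at least 50% at 20 µM, with a fluorescence ratio check between 0.3 and a set limit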;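 note: plate controls were Siah plus tracer with DMSO for no effect and tracer alone without Siah for full effect; strong numbers were not always called active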
An asterisk follows results filed as active; x = not tested or not shown; [ ] = another dose, or the depositor's remark. Some of the compounds tested. The share of hits here may be higher or lower than overall.

Start of the listing, in advance:
GPR55 activation,AID2073,KOR beta-arrestin-1,GPR55 antagonists,HIV peptide binding,KOR beta-arrestin-2,GPR35 arrestin U2OS,NOD1 NF-kB reporter,Siah-1 displacement,compound
0.3%,3%,15%,10%,1.0%,-0.8%,-2%,-26%,0%,CSc1ccccc1C(=O)N1CCCC(CCC(=O)NCc2ccc(F)c(F)c2)C1 (configuration not stated)
-0.1%,16%,-3%,-11%,-0.5%,0.3%,6%,-28%,2%,Cc1csc(SCC(=O)Nc2nc3ccccc3s2)n1

Results, from the start:
GPR55 activation,AID2073,KOR beta-arrestin-1,GPR55 antagonists,HIV peptide binding,KOR beta-arrestin-2,GPR35 arrestin U2OS,NOD1 NF-kB reporter,Siah-1 displacement,compound
0.3%,3%,15%,10%,1.0%,-0.8%,-2%,-26%,0%,CSc1ccccc1C(=O)N1CCCC(CCC(=O)NCc2ccc(F)c(F)c2)C1 (configuration not stated)
-0.1%,16%,-3%,-11%,-0.5%,0.3%,6%,-28%,2%,Cc1csc(SCC(=O)Nc2nc3ccccc3s2)n1
-0.2%,-12%,9%,-3%,2.9%,-3.0%,6%,-15%,-3%,CCC1(C)NC(=O)N(CC(=O)Nc2sc3c(c2C(=O)OC)CCCCC3)C1=O (configuration not stated)
-0.1%,-3%,20%,6%,-2.5%,-5.7%,2%,6%,0%,Cc1nn(-c2ccccc2)c2c1/C(=N/O)CC(C)(C)C2
-0.3%,-2%,8%,2%,-0.2%,-3.8%,5%,-16%,7%,O=C(c1ccco1)N1CCN(c2cc(=O)n(-c3ccc(Cl)cc3)c(=O)[nH]2)CC1
-0.1%,-3%,-33%,-8%,1.5%,4.3%,3%,21%,1%,Cc1ncc([N+](=O)[O-])n1CCOC(=O)Nc1ccc([N+](=O)[O-])cc1
-0.2%,-3%,-25%,0%,0.0%,-3.1%,3%,16%,3%,Cc1c(C(=O)N2CCOCC2)c(S(=O)(=O)Nc2cccc(C#N)c2)c(C)n1C
-0.2%,22%,-28%,-16%,-0.2%,2.8%,-4%,-10%,2%,COc1cc(NC(=O)C2CCCN(S(=O)(=O)c3ccc4c(c3)CCCN4C(C)=O)C2)cc(OC)c1 (configuration not stated)

Additional results
GPR55 activation,AID2073,KOR beta-arrestin-1,GPR55 antagonists,HIV peptide binding,KOR beta-arrestin-2,GPR35 arrestin U2OS,NOD1 NF-kB reporter,Siah-1 displacement,compound
0.5%,-3%,-2%,-14%,-2.1%,-4.1%,-15%,-23%,7%,O=C(NCc1ccco1)C(=O)c1cn(CC(=O)N2CCCCC2)c2ccccc12
0.0%,-1%,4%,8%,1.4%,7.6%,-2%,-16%,7%,Cc1ccc(S(=O)(=O)N2CCOCC2)cc1NC(=O)Cn1cc(C(F)(F)F)cc(Cl)c1=O
0.0%,45%,-16%,4%,0.7%,-1.0%,-10%,-19%,6%,COc1cccc(-c2cc(C(=O)NCC3CCCO3)c3cc(Br)cc(C)c3n2)c1 (configuration not stated)
0.4%,-15%,x,4%,2.8%,-3.4%,5%,-35%,10%,O=c1cc([O-])[n+]2c3n1CCCN3CCC2
0.0%,3%,x,4%,2.9%,-0.3%,-4%,-40%,2%,Cc1ccc(OCCNC(=O)/C=C/c2ccccc2)cc1
0.3%,-11%,-23%,-5%,-0.7%,0.4%,-17%,-31%,-2%,COc1ccccc1NC(=O)NCC1CC1(Cl)Cl (configuration not stated)
-0.1%,22%,29%,10%,-0.2%,-8.0%,5%,7%,-7%,Cc1ccc(C)c2[nH]c(=O)c(CCNC(=O)c3ccc(S(=O)(=O)N4CCOCC4)cc3)cc12
-0.1%,0%,-14%,4%,-0.2%,9.2%,12%,6%,4%,CCOc1ccc(NC(=O)N2CCC(C(N)=O)(N3CCCCC3)CC2)cc1

Continued:
GPR55 activation,AID2073,KOR beta-arrestin-1,GPR55 antagonists,HIV peptide binding,KOR beta-arrestin-2,GPR35 arrestin U2OS,NOD1 NF-kB reporter,Siah-1 displacement,compound
0.4%,-14%,15%,1%,-1.9%,-1.8%,1%,-40%,1%,CCCCN1C(=O)C(CC(=O)NCC)SC1=Nc1ccccc1 (configuration not stated)
-0.2%,-5%,14%,4%,-2.1%,-0.9%,-2%,-4%,-6%,COc1cc(O)c(C(CCN2CCCCC2)c2ccc(N(C)C)cc2)c(OC)c1 (configuration not stated)
0.0%,8%,-3%,-2%,1.2%,0.4%,-3%,-30%,1%,COc1ccc(-c2csc3nc[nH]c(=O)c23)cc1
2.1%,22%,-7%,52%,137%,-2.0%,-1%,-57%,4%,Cc1c(N=C2N=C(NC(=O)Nc3ccc(Cl)cc3)c3ccccc32)c(=O)n(-c2ccccc2)n1C
0.4%,7%,-10%,8%,0.5%,-3.3%,9%,5%,8%,COc1ccccc1N1CCN(CC(=O)Nc2nccs2)CC1
0.0%,-4%,-48%[20 µM],16%,0.7%,x,-3%,-6%,14%,Cc1cccc(OCC(=O)N/N=C\c2cn(C)c3ccccc23)c1
0.1%,-16%,0%,-13%,-0.1%,4.7%,-9%,-17%,-3%,CCCCCC(O)(CCN1CCCCC1)c1ccc(OCC)cc1 (configuration not stated)
0.0%,-1%,-44%,2%,1.4%,4.7%,3%,1%,3%,c1ccc(CN2CCOCC2)cc1

(listing goes on)
GPR55 activation,AID2073,KOR beta-arrestin-1,GPR55 antagonists,HIV peptide binding,KOR beta-arrestin-2,GPR35 arrestin U2OS,NOD1 NF-kB reporter,Siah-1 displacement,compound
-0.2%,7%,15%,4%,2.7%,-6.5%,11%,1%,3%,Cn1cccc1C(=S)N=P(C1CCCCC1)(N1CCOCC1)N1CCOCC1
-0.2%,-2%,-3%,0%,-1.1%,-4.6%,-13%,-12%,3%,Cc1cc([N+](=O)[O-])nn1CC(=O)Nc1cc(F)ccc1F
0.0%,-4%,-25%,-3%,3.6%,-3.0%,15%,6%,0%,COc1ccc(C)cc1S(=O)(=O)N(C)CC(=O)NC1CC1
0.3%,-22%,9%,5%,1.0%,3.8%,0%,0%,-2%,O=C(NC(=S)N1CCN(C/C=C/c2ccccc2)CC1)c1ccc(Cl)nc1
0.0%,14%,-19%,67%,-0.6%,-1.1%,-4%,-11%,2%,CCCCCCC(O)(c1ccccc1)C(CN1CCOCC1)c1ccccc1 (configuration not stated)
-0.4%,-1%,-24%,15%,-3.8%,-4.0%,24%,-13%,-3%,Cn1ncc(Cl)c1C(=O)Nc1cc(C(F)(F)F)ccc1F
-0.8%,6%,-15%,3%,-0.4%,2.9%,5%,-39%,3%,Cc1ccc(S(=O)(=O)N2CCOCC2)cc1NC(=O)COC(=O)c1cc(=O)c2ccccc2o1
-0.3%,0%,19%,14%,-1.4%,-3.5%,2%,-28%,8%,Cc1ccccc1C(=O)NNC(=O)Nc1ccccc1

The listing continues.
GPR55 activation,AID2073,KOR beta-arrestin-1,GPR55 antagonists,HIV peptide binding,KOR beta-arrestin-2,GPR35 arrestin U2OS,NOD1 NF-kB reporter,Siah-1 displacement,compound
-0.1%,-4%,-37%[20 µM],7%,0.8%,x,-1%,-27%,7%,Cc1cccc(CN2CCN(C(=O)CCc3nnc(C4CCCCC4)o3)CC2)c1
-0.1%,7%,-17%,-2%,-1.2%,2.0%,24%,3%,13%,CCOc1ccc(-c2cccc(NC(=O)COc3ccc(Cl)cc3)c2)nn1
-0.1%,-3%,6%,-18%,-1.0%,1.2%,-12%,-1%,-3%,COc1ccc(Oc2coc3cc(OC(=O)N4CCOCC4)ccc3c2=O)cc1
-0.1%,-2%,2%,0%,-0.3%,-6.1%,-9%,-22%,1%,CCOC(=O)Cc1nnc(NC(=O)c2ccccc2OCC)s1
-0.1%,-8%,-11%,-1%,0.5%,3.5%,-11%,2%,-6%,COc1ccc(N2CCN(S(=O)(=O)c3cn(C)c(=O)n(C)c3=O)CC2)cc1
-0.1%,12%,5%,1%,0.5%,4.4%,-5%,-2%,-2%,CCOC(=O)c1[nH]c2cc3c(cc2c1NC(=O)CN1CCCC1)OCO3
0.3%,10%,-21%,-2%,0.1%,-0.6%,4%,-10%,-6%,CCOC(=O)c1cnc2c(CC)cccc2c1NCCCN1CCOCC1
-0.1%,25%,-11%,-13%,-0.6%,1.5%,-12%,-1%,-1%,O=C(CSc1nc2ccc(Nc3nc(N4CCOCC4)nc(N4CCOCC4)n3)cc2s1)Nc1ccccc1Cl

Next part.
GPR55 activation,AID2073,KOR beta-arrestin-1,GPR55 antagonists,HIV peptide binding,KOR beta-arrestin-2,GPR35 arrestin U2OS,NOD1 NF-kB reporter,Siah-1 displacement,compound
-0.2%,-7%,13%,3%,-0.3%,-8.7%,-21%,-9%,0%,Cc1cc(C)nc(N2CCCC(C(=O)NCCC3=CCCCC3)C2)n1 (configuration not stated)
-0.3%,-1%,-34%,-8%,0.3%,-1.6%,-2%,-27%,4%,Cc1ccc(NC(=O)C2CCCN(S(=O)(=O)c3cnc[nH]3)C2)cc1C (configuration not stated)
-0.2%,10%,33%,11%,0.6%,-1.4%,-4%,-12%,4%,C=Cn1c(N2CCOCC2)nc2c1c(=O)[nH]c(=O)n2C
0.9%,11%,-6%,10%,-1.3%,-2.9%,-3%,-11%,0%,Cc1cc(C)cc(NC(=S)NC2CC3CCCC(C2)N3CC(C)C)c1 (configuration not stated)
-0.1%,-9%,-13%,10%,-0.7%,6.0%,-9%,-24%,-2%,COc1ccc(Oc2ncnc3c2ncn3Cc2ccccc2)cc1
0.3%,10%,-36%,8%,-1.7%,6.6%,41%,8%,-6%,CS(=O)(=O)N1CCc2cc(C(=O)N3CCN(c4ccccc4F)CC3)ccc21
-0.3%,6%,7%,-4%,0.4%,-0.4%,-13%,-9%,2%,CCOc1ncccc1C(=O)NCCCSc1ccccc1
x,18%,22%,4%,-0.3%,-4.5%,-9%,0%,0%,CN1CCN(c2nc(Nc3ccccc3)nc(N)c2[N+](=O)[O-])CC1
0.0%,-1%,43%,16%,-2.0%,3.7%,-1%,-5%,-4%,CCc1cccc(C)c1NC(=O)N(C)C1CCCCC1
-0.2%,-10%,x,-4%,-0.8%,x,12%,-23%,0%,CCc1cccc(C)c1N(C(=O)Cn1c(CO)nc2ccccc21)C(C)COC (configuration not stated)

A draw from above in order of count of non-hydrogen atoms, smallest number first.
GPR55 activation,AID2073,KOR beta-arrestin-1,GPR55 antagonists,HIV peptide binding,KOR beta-arrestin-2,GPR35 arrestin U2OS,NOD1 NF-kB reporter,Siah-1 displacement,compound
-0.2%,10%,33%,11%,0.6%,-1.4%,-4%,-12%,4%,C=Cn1c(N2CCOCC2)nc2c1c(=O)[nH]c(=O)n2C
x,18%,22%,4%,-0.3%,-4.5%,-9%,0%,0%,CN1CCN(c2nc(Nc3ccccc3)nc(N)c2[N+](=O)[O-])CC1
-0.2%,-7%,13%,3%,-0.3%,-8.7%,-21%,-9%,0%,Cc1cc(C)nc(N2CCCC(C(=O)NCCC3=CCCCC3)C2)n1 (configuration not stated)

Source: PubChem (Sanford-Burnham Center for Chemical Genomics)
